TNAP inh no acc: human TNAP enzyme inhibitors, primary screen, biochemical, luminescent, no phosphate acceptor, uHTS; AID 1012, 2008; hit rate 0.26% among 200,000; inhibition, % at 20 µM; Alkaline phosphatase, tissue-nonspecific isozyme (Homo sapiens), P05186; purified TNAP, CDP-star luminescence, 30 min;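 active = tissue-nonspecific alkaline phosphatase inhibition above about 50% at 20 µM in the single-dose screen, limit read from the data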;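 note: 0% = DMSO negative control and 100% = EDTA positive control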
Diaph inh CS: diaphorase inhibitors and chemical oxidizers, primary screen, counter-screen for diaphorase-coupled primary assays, biochemical, uHTS, resorufin fluorescence | diaphorase resazurin-to-resorufin fluorescence, NADH, 16 min; bacterial (C. kluyveri) enzyme, not human | inhibition, % at 20 µM | hit rate 0.69% among 190,000;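 active = primary screen inhibition at 20 µM above a set limit, cut at about 50% in these data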;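 note: plate controls were DMSO with full reaction for no effect and wells lacking NADH for full effect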
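Test system: diaphorase enzyme from Clostridium kluyveri; amount: diaphorase at 0.14 U/mL in enzyme working solution; detection: fluorescence of resorufin formed from resazurin, Ex 544/Em 590 nm; times: reaction incubation of 16 min at room temperature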
Efa HMGR inh: inhibitors of E. faecalis class II HMGR, primary screen, biochemical, Enterococcus faecalis; HMG-CoA reductase (Enterococcus faecalis, mvaE); purified E. faecalis HMGR, NADPH absorbance 340 nm kinetic; hit rate 0.41% among 190,000; inhibition, % at 10 µM;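 active = inhibition above a set limit, the median over all tested compounds plus 3 SD, cut at about 9.5% in these data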;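 note: enzyme runs in reverse so mevalonate oxidation gives rising NADPH absorbance; 0% = complete reaction with DMSO and 100% = background rate lacking mevalonate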
PMI activator: activators of human PMI, primary screen, biochemical, fluorescence intensity, near-Km mannose 6-phosphate | AID 1214, 2008 | purified human PMI, coupled resazurin fluorescence, 20 min; active compounds read high; 1 = vehicle control, 0 substrate-free wells | activation factor at 20 µM | Mannose-6-phosphate isomerase (Homo sapiens), P34949 | hit rate 0.005% among 190,000;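 active = activation factor of 2 or more at 20 µM, relative to plate controls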
Target sequence (P34949 whole entry, looked up): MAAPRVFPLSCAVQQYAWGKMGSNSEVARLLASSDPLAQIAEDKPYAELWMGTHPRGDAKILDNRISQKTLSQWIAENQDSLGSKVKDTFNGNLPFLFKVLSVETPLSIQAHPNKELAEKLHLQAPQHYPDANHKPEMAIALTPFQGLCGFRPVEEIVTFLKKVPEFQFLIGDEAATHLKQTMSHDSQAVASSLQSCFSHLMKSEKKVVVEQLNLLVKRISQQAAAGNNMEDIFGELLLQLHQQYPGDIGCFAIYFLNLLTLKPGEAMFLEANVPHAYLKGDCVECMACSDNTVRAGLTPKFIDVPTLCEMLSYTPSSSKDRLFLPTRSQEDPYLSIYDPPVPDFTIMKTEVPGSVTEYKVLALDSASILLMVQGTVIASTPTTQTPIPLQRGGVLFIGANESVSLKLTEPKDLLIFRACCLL
G6PDH CS: L. mesenteroides G6PDH inhibitors, counter-screen for G6PDH-coupled screening assays, biochemical, Leuconostoc mesenteroides enzyme; inhibition, % at 5 µM; Purified L. mesenteroides G6PDH, diaphorase/resazurin coupled fluorescence, 45 min; hit rate 0.12% among 200,000; AID 1020, 2008; glucose-6-phosphate dehydrogenase [Leuconostoc mesenteroides]; in the data active = inhibition above about 50%
TNAP act hi DEA: TNAP activators at high phosphate acceptor level, primary screen, biochemical, luminescence, uHTS | Alkaline phosphatase, tissue-nonspecific isozyme (Homo sapiens), P05186 | purified TNAP, CDP-star luminescence, 1 M DEA, 30 min; active compounds read high; 0 = EDTA background, 1 = DMSO-only activity | activation factor at 20 µM | 200,000 tested, under 10 active;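 active = activation factor at least 2 at 20 µM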
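system = human TNAP | amount = enzyme diluted 1/800 final | reagent = 100 µM CDP-star substrate | signal = luminescent substrate turnover signal | dosing = one dose, 20 µM | benchmarks = EDTA negative control, DMSO positive control | measure = activation factor | timing = 30 min reaction, room temperature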
TNAP inh hi DEA: human TNAP enzyme inhibitors, primary screen, biochemical, luminescent, high phosphate acceptor level, uHTS; Alkaline phosphatase, tissue-nonspecific isozyme (Homo sapiens), P05186; purified TNAP, CDP-star luminescence, 1 M DEA; inhibition, % at 20 µM; hit rate 0.03% among 200,000; AID 1135, 2008;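 active = over 50% inhibition of tissue-nonspecific alkaline phosphatase at 20 µM in the single-dose screen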;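 note: plate controls were DMSO wells for no effect and EDTA-quenched wells as full inhibition for full effect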
Diaphorase act: compounds boosting diaphorase resazurin reduction – biochemical, uHTS, resorufin fluorescence, counter-screen for diaphorase-coupled primary assays, primary screen. activation factor at 20 µM. hit rate 0.005% among 190,000. Diaphorase/resazurin coupled assay, 16 min; active compounds read high; 1 = vehicle wells, 0 = NADH-free wells;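 active = diaphorase activity raised at least twofold by the compound at 20 µM; inactive = activation factor below 2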
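Material: Clostridium kluyveri diaphorase, purified enzyme; Quantity: enzyme 0.07 U/mL final; Medium: HEPES pH 7.4 buffer with MgCl2 and Tween 20; Dosing: single compound dose of 20 µM, 1% DMSO final; Schedule: 16 min reaction at room temperature; Measured by: red resorufin fluorescence at 544/590 nm excitation/emission.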
FLuc act counter: FLuc activators, initial screening, artefact control for FLuc-dependent activation tests, biochemical, ATPlite luminescence | ATPlite luciferase biochemical, 10 min; 0 = ATP-free wells, 1 = DMSO control | 200,000 tested, under 10 active | activation factor at 10 µM;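 active = luciferase activation factor, scaled between plate controls, of at least 2 with compound at 10 µM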
Target sequence (P08659 whole entry, looked up): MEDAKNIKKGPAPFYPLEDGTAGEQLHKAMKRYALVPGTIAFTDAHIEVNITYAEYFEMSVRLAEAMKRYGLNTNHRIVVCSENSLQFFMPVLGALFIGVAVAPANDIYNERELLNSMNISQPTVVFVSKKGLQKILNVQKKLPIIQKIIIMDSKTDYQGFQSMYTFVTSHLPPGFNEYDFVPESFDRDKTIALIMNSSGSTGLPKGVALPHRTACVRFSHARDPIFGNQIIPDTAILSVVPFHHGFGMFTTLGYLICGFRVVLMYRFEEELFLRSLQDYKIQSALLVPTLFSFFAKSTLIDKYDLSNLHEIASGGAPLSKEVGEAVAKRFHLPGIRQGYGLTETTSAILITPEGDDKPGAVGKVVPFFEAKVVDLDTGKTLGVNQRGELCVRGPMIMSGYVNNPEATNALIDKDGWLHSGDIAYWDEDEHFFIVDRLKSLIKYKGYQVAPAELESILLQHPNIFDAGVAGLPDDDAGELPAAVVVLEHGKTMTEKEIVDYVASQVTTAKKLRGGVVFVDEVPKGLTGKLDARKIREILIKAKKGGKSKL
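System: cell-free luciferase reagent; medium: PBS as buffer for the ATP substrate; doses: test compounds dosed from 2 mM stocks in 100% DMSO; incubation: 10 min, room temperature; measured by: luminescence from luciferase reaction; read-out: luciferase activation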
PMI act satM6P: human PMI activators, high substrate, primary screen, biochemical, fluorescence intensity, near-saturating mannose 6-phosphate; AID 1216, 2008; hit rate 0.34% among 190,000; coupled PMI enzyme assay, resazurin fluorescence, 20 min; active compounds read high; 1 = untreated enzyme, 0 = substrate-free blank; Mannose-6-phosphate isomerase (Homo sapiens), P34949; activation factor at 20 µM;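 active = activation factor of 2 or more at 20 µM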
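Test system – human PMI in coupled enzyme assay · Timing – 20 min incubation at room temperature · Detection – Diaphorase-driven resazurin-to-resorufin fluorescence, excitation 544, emission 590 nm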
An asterisk follows results filed as active.

SMILES	TNAP inh no acc	Diaph inh CS	Efa HMGR inh	PMI activator	G6PDH CS	TNAP act hi DEA	TNAP inh hi DEA	Diaphorase act	FLuc act counter	PMI act satM6P
Cc1cc(OCC(=O)N(C)C2CCCCC2)cc(C)c1Cl	-11	14	4	0.9	16	1.1	-6	0.9	1	0.9
O=C(Nc1ccc(NC(=O)c2ccco2)cc1)c1ccc2c(c1)OCCO2	-3	5	0	1	3	1	0	0.9	0.9	1
Cc1ccc(-c2csc(N(C)C(=O)c3c(C)nn(-c4ccccc4)c3Cl)n2)cc1	-3	-4	0	1.1	11	1.1	-8	1	1.1	1.1
COC(=O)c1ccc(COc2ccccc2/C=C(\C#N)C(=O)Nc2c(C)cc(C)cc2C)cc1	-12	21	-4	0.8	-20	1	2	0.8	1	0.9
Cn1c(SCC(=O)c2ccc3c(c2)Cc2ccccc2-3)nnc1-c1ccccc1	-1	26	1	1	5	1.1	-5	0.7	1.1	1
C[C@H]1COC2=C1C(=O)C(=O)c1c2ccc2c1CCCC2(C)C	7	26	0	1.2	43	1	2	0.7	0.9	0.8
O=c1/c(=C/c2ccc([N+](=O)[O-])cc2)sc2n1CCCN=2	-11	9	1	1	-1	0.9	10	0.9	0.9	1
COc1ccc(N2CCN(C(CNC(=O)C(C)(C)C)c3ccco3)CC2)cc1 (stereo unspecified)	-12	19	11*	1.1	4	1	2	0.8	1	0.9
O=c1[nH]c(-c2cccs2)nc2ccccc12	-6	9	0	0.9	-3	1	2	0.9	0.9	0.9
COc1ccc(N2CCN(S(=O)(=O)c3ccc(Br)s3)CC2)cc1	-8	14	-6	0.7	1	1	-1	0.9	1	0.8
COc1ccc(-c2cnnc(N/N=C/c3ccc(O)cc3)n2)cc1	-10	-4	-5	0.9	-2	1	-1	1	0.3	1.1
CC1(CC(=O)O)SC(=O)NC1=O (stereo unspecified)	-9	-5	-3	1	4	1	2	1.1	1	1.1
Cc1c(NC(=O)CSc2ncn[nH]2)c(=O)n(-c2ccccc2)n1C	-8	4	-4	1	6	1	-1	1	1	1
COc1ccc(NC(=S)N2CCC(N(C)CCN3CCOCC3)CC2)cc1Cl	-2	0	0	0.9	-2	1.1	-6	1	1.1	1
COc1ccc(C2(C(=O)NCCN3CCOCC3)CCOCC2)cc1	-12	12	0	0.9	2	1.1	-5	0.9	1	0.9
NC(CSS(=O)(=O)O)=NCCC12CC3CC(CC(O)(C3)C1)C2	-148	11	-1	0.9	7	1	-4	0.9	1	0.9
Cc1cc(C)c(C(=O)/C=C/c2ccc(C(C)C)cc2)c(=O)[nH]1	-4	9	0	1	8	1	-3	0.9	0.9	0.9
O=C1CC(=O)N(CCc2ccccc2)C(=O)N1CCc1ccccc1	-7	20	-1	0.8	-3	1	-2	0.8	1.1	0.9
Nc1c(C(=O)c2ccccc2)sc2c1c(=O)[nH]c(=O)n2-c1ccccc1	-43	12	-15	0.8	-16	1	0	0.9	1	1
Cc1cc(C)cc(C(=O)OCC(=O)NCC(F)(F)F)c1	-9	10	-6	1	3	1	-1	0.9	1.1	1
COC(=O)c1[nH]c2ccc(C)cc2c1NC(=O)Oc1ccccc1	-27	13	0	1	-2	1.1	-7	0.9	1	1
CCCCOc1ccc(C(C)(O)CCN2CCOCC2)cc1 (stereo unspecified)	-12	12	2	1	4	1.1	-6	0.9	1.1	1
C#CCOCCOCCOCCNc1nc(N2CCN(C(=O)[C@H](C)n3cc(CCCN=C(N)N)nn3)CC2)nc(N2CCN(C(=O)[C@H](Cc3ccc(O)cc3)n3cc(CCO)nn3)CC2)n1	-10	-36	-6	1.4	10	1	-4	1.4	1	1.4
CCOc1cccc(/C=C/C(=O)O)c1	-3	14	-6	1.1	6	1.1	-6	0.9	1.1	1
CCOCCCNC(=O)Cn1ncc2c(=O)oc3ccccc3c21	-6	8	4	1	19	1	-2	0.9	1.1	1

An excerpt of these results, field by field:
> Cn1c(SCC(=O)c2ccc3c(c2)Cc2ccccc2-3)nnc1-c1ccccc1
  TNAP inh no acc: -1
  Diaph inh CS: 26
  Efa HMGR inh: 1
  PMI activator: 1
  G6PDH CS: 5
  TNAP act hi DEA: 1.1
  TNAP inh hi DEA: -5
  Diaphorase act: 0.7
  FLuc act counter: 1.1
  PMI act satM6P: 1
> C[C@H]1COC2=C1C(=O)C(=O)c1c2ccc2c1CCCC2(C)C
  TNAP inh no acc: 7
  Diaph inh CS: 26
  Efa HMGR inh: 0
  PMI activator: 1.2
  G6PDH CS: 43
  TNAP act hi DEA: 1
  TNAP inh hi DEA: 2
  Diaphorase act: 0.7
  FLuc act counter: 0.9
  PMI act satM6P: 0.8

Record cards, as listed above.
Results for CCOc1cccc(/C=C/C(=O)O)c1 → TNAP inh no acc = -3; Diaph inh CS = 14; Efa HMGR inh = -6; PMI activator = 1.1; G6PDH CS = 6; TNAP act hi DEA = 1.1; TNAP inh hi DEA = -6; Diaphorase act = 0.9; FLuc act counter = 1.1; PMI act satM6P = 1
Results for NC(CSS(=O)(=O)O)=NCCC12CC3CC(CC(O)(C3)C1)C2 → TNAP inh no acc = -148; Diaph inh CS = 11; Efa HMGR inh = -1; PMI activator = 0.9; G6PDH CS = 7; TNAP act hi DEA = 1; TNAP inh hi DEA = -4; Diaphorase act = 0.9; FLuc act counter = 1; PMI act satM6P = 0.9

Back to the main list; the 2 compounds before the break are reprinted first.
SMILES	TNAP inh no acc	Diaph inh CS	Efa HMGR inh	PMI activator	G6PDH CS	TNAP act hi DEA	TNAP inh hi DEA	Diaphorase act	FLuc act counter	PMI act satM6P
CCOc1cccc(/C=C/C(=O)O)c1	-3	14	-6	1.1	6	1.1	-6	0.9	1.1	1
CCOCCCNC(=O)Cn1ncc2c(=O)oc3ccccc3c21	-6	8	4	1	19	1	-2	0.9	1.1	1
COc1ccc2c(c1)O[C@@H](c1cccc(C(F)(F)F)c1)[C@H](O)C2=O	-6	-5	-7	1.1	2	1	-1	1	1	1
Cc1ncoc1C(=O)NCCC(c1ccccc1)c1ccccc1	-184	18	2	1	5	1	0	0.8	1	1
COC(=O)c1c(C#N)c(N)nc2c1CCCC2	-9	-5	1	0.9	6	1	-3	1.1	1	1
COc1cc(C(=O)NC(C(=O)Nc2cccc(C(C)=O)c2)C(C)C)cc(OC)c1OC (stereo unspecified)	-4	0	-4	1	5	1	-4	1	1	1
CCO[C@@H]1OC(C(=O)NCc2ccccc2)=C[C@H](c2ccc(C(F)(F)F)cc2)[C@H]1CCCO	2	24	3	0.8	20	1	0	0.8	1	0.9
CN(NC1CC(=O)N(c2ccccc2)C1=O)c1ccccc1 (stereo unspecified)	-20	4	-1	1.4	-4	1	4	1	0.9	1.5
CCCCOC(=O)c1ccc(NC(C)=O)cc1	-9	2	4	1.1	0	1	-4	1	1.1	1
O=S(=O)(c1ccc(S(=O)(=O)N2CCN(C/C=C/c3ccccc3)CC2)cc1)N1CCCC1	-10	3	-1	1	6	1	-2	1	1	0.8
O=P(c1ccccc1)(c1ccccc1)c1nc(-c2ccccc2)oc1NCc1ccccc1	-12	10	-4	1	2	1	-4	0.9	1	1.1
CCC1Oc2ccccc2N(CC(=O)NCCCN2CCCCC2C)C1=O (stereo unspecified)	-3	8	0	1.1	9	1	-4	0.9	1.1	1.1
COc1ccc(CS(=O)(=O)CC2(O)CCN(C(=O)c3cccc(C(F)(F)F)c3)CC2)cc1	-2	-1	1	1	-1	1	-2	1	1.1	1
CCOCCCNC(=O)c1cn(C)c2ccc(S(=O)(=O)N(C)C3CCCCC3)cc2c1=O	3	3	1	1.1	5	1.1	-10	1	1.1	1
CC(=O)CSc1nnc(Cc2ccc3c(c2)OCO3)o1	-13	5	-6	1	4	1	-2	0.9	1	1
Brc1ccc(-c2cnc3n2CCCC3)cc1	8	3	-1	1	-10	1.1	-5	1	1	1
Nc1cc(N)nc(SCC(=O)c2ccccc2)n1	-10	10	-2	0.9	4	1	-2	0.9	1	0.9
CCCCc1nc2n[nH]c(N)c2c2c1CSC(C)(C)C2	6	7	1	0.9	12	1	1	0.9	1.1	0.9
CC(C)(C)NC(=O)C[n+]1ccc(C(N)=O)cc1	-8	0	-2	1.1	4	1	-3	1	1	1
Cc1ccc(C(=O)NC(=S)Nc2ccc(NC(=O)c3cccs3)cc2)cc1[N+](=O)[O-]	-7	18	0	0.8	-15	1	2	0.8	1	0.9
CCc1ccc(CCC(=O)Nc2ccc(S(N)(=O)=O)cc2)o1	-6	21	0	0.9	-1	1	-1	0.8	1.1	0.9
CCC(C)(C(=O)NC1CCCCC1)N(C(=O)c1ccccn1)c1ccc(C)cc1 (stereo unspecified)	-19	15	1	1.1	0	1.1	-6	0.9	1.1	1
Cc1sc(NC(=O)c2ccco2)c(C(c2cccnc2)N2CCN(C)CC2)c1C (stereo unspecified)	14	7	-7	1	5	1	1	0.9	1.1	1
CCOc1cc(/C=N/NC(=O)c2ccncc2)cc(Cl)c1OS(C)(=O)=O	-9	-8	1	1	12	1	4	1.1	1	1
Cc1c2c(nc3ccccc13)OCC2	1	-15	2	1.1	20	1	-3	1.2	1	1.1
O=C(COC(=O)CNC(=O)c1ccc(-c2ccccc2)cc1)NCc1ccco1	-8	9	7	1	-5	1	-2	0.9	0.9	0.9
COc1cc(C2CC(=O)Nc3ccccc3S2)cc(OC)c1OC (stereo unspecified)	0	16	-2	0.9	2	1	-2	0.8	1.1	0.9

High-throughput results: PubChem, several laboratories
